Growth percent in the NCI-60 one-dose screen (48 h, 10 µM unless noted): 100 = growth as untreated, 0 = no growth, -100 = all killed.
NCI-H322M: NCI-H322M lung cancer; AID 1794733; actives 2.7% (n = 80,000)
COLO 205: COLO 205 colon cancer. actives 7.3% (n = 79,000)
NCI-H23: NCI-H23 lung cancer. actives 4% (n = 80,000)
HCT-116: HCT-116 colon cancer; AID 1794798; actives 7.3% (n = 82,000)
NCI/ADR-RES: NCI/ADR-RES ovarian cells; actives 4.4% (n = 81,000)
NCI-H226: NCI-H226 lung cancer; actives 3.5% (n = 79,000); AID 1794732
HCT-15: HCT-15 colon cancer; actives 5.2% (n = 82,000); AID 1794746
NCI-H522: NCI-H522 lung cancer; actives 8% (n = 78,000)
NCI-H460: NCI-H460 lung cancer | actives 6.8% (n = 82,000) | AID 1794736
* marks the source's active call; other numbers are inactive results; . = no result given; & = joins results of further samples; ! = not confirmed by another sample. The calls were made as follows: active = growth percent below 10; inactive = the rest. This is a random part of the collection; overall some 12% were active at least once.

SMILES	NCI-H322M	COLO 205	NCI-H23	HCT-116	NCI/ADR-RES	NCI-H226	HCT-15	NCI-H522	NCI-H460
COc1cc(-c2c(-c3ccccc3)noc2C(=O)Nc2ccc(Br)cc2)c(OC)c2c1OCO2	81	89	78	76	85	63	109	73	88
Cc1cc(C)n(CO)n1	96	119	95	73	107	98	105	94	104
CC(C)CCC[C@@H](C)[C@H]1CC[C@H]2[C@@H]3CC=C4c5sc(N(C)c6ccccc6)nc5CC[C@]4(C)[C@H]3CC[C@]12C	99	105	93	104	92	93	104	95	106
C[C@H]1[C@H](C)CC[C@]2(C)CC[C@]3(C)C(=CC[C@@H]4[C@@]5(C)CC[C@H](O)C(C)(C)[C@@H]5CC[C@]43C)[C@H]12	93	110	93	94	98	95	99	72	107
CCN(CC)CCNc1cc(-c2cccc(OC(F)(F)F)c2)nc2ccc(N3CCCC3)cc12	58&19&29	-47*!	-7.7*!	4.4*	-17*!	64&48&74	3.1*!	-31*!	0.8*!
CC1(NCc2ccc(Cl)cc2)COP(=O)(NCc2ccccc2)OC1 (stereo unspecified)	120	108	99	107	102	121	111	100	106
O=C(O)CN1CCSC1=NC(=O)c1ccc(Cl)cc1	101	123	97	107	91	101	102	98	111
CCC(C)CC(N)O (stereo unspecified)	116	109	105	111	109	98	103	.	108
CC(=O)N1C(=O)CNC1=S	104	115	106	103	104	98	104	92	105
Cc1cc(C)c2c(c1)CC(C)(C)C(=O)OC2=O	108	106	100	104	109	115	97	106	113
COc1ccc(-c2nnc(COc3ccc(NS(=O)(=O)c4ccc(C)cc4)cc3F)o2)cc1	90	105	80	81	79	75	75	83	86
Cc1ccc(C2CC(c3cccc(Nc4ccncc4)c3)=NN2c2ccc(Cl)cc2)cc1 (stereo unspecified)	-100*	-66*	-83*	-80*	-63*	-39*	-88*	-71*	-76*
COc1ccc2c(c1)N(CCO)C1=C(C(=O)OC1)C2c1cccc(F)c1 (stereo unspecified)	47	-23*	26	4.9*	16	45	7.3*	6.1*	6.1*
O=C(/C=C/Nc1ccc(Cl)cc1)c1ccc2c(c1)Nc1ccccc1S2	60	63	33	39	26	8.9*	67	35	13
CC(CCC1CCCO1)OC(=O)CCCCCCCC(=O)OC(C)CCC1CCCO1 (stereo unspecified)	105	109	108	97	110	109	105	92	116
Cc1ccc2cccc(OC(=O)Nc3ccc(C)c(NC(=O)Oc4cccc5ccc(C)nc45)c3)c2n1	118	115	110	106	118	95	103	119	106
O=C(O)c1ccc(NC(=O)c2nc(-c3ccccc3)n(-c3ccccc3)n2)cc1	.	111	99	100	110	86	108	79	113
O=C1CNC(c2ccccc2Cl)N1O (stereo unspecified)	100	107	96	104	104	.	107	82	109
CC1(C)C(=O)/C(=C\c2ccncc2)C[C@]2(C)[C@H]3CC=C4[C@@H]5C[C@@](C)(C(=O)O)CC[C@]5(C)CC[C@@]4(C)[C@]3(C)CC[C@@H]12	101	.	104	84	104	92	82	86	93
O=C(CCCCNC(=O)c1nc(-c2ccccc2)n(-c2ccccc2)n1)NO	.	85	87	55	88	84	91	28	78
O=c1[nH]c(=O)n(C(c2ccccc2)(c2ccccc2)c2ccccc2)cc1N(CCO)CCO	106	101	102	95	101	100	95	88	107
Cc1ccc(C)c2c1sc1nc(N3CCOCC3)c(C#N)c(=N)n12	96	106	101	101	110	.	103	.	110
CC(C)NS(=O)(=O)c1cccc(-c2ccc3c(=O)n(CCCN)c4c(c3c2)C(=O)c2ccccc2-4)c1	115	106	93	97	99	93	102	85	102
COc1ccc(-c2c(-c3cc4c(c(OC)c3OC)OCO4)noc2N)cc1	54	-2.5*	42	22	2.5*	.	27	.	13
COc1ccc(-c2cc(C(=O)N3N=C(c4ccc(N)cc4)CC3c3ccc(OC)c(OC)c3)c3ccccc3n2)cc1 (stereo unspecified)	106	106	97	99	108	98	104	89	103

Part of the list above, field by field.
structure: Cc1ccc(C)c2c1sc1nc(N3CCOCC3)c(C#N)c(=N)n12
  NCI-H322M = 96 | COLO 205 = 106 | NCI-H23 = 101 | HCT-116 = 101 | NCI/ADR-RES = 110 | NCI-H226 = . | HCT-15 = 103 | NCI-H522 = . | NCI-H460 = 110
structure: CC(C)NS(=O)(=O)c1cccc(-c2ccc3c(=O)n(CCCN)c4c(c3c2)C(=O)c2ccccc2-4)c1
  NCI-H322M = 115 | COLO 205 = 106 | NCI-H23 = 93 | HCT-116 = 97 | NCI/ADR-RES = 99 | NCI-H226 = 93 | HCT-15 = 102 | NCI-H522 = 85 | NCI-H460 = 102

Structures shown so far containing a Cl atom, in the order listed:
SMILES	NCI-H322M	COLO 205	NCI-H23	HCT-116	NCI/ADR-RES	NCI-H226	HCT-15	NCI-H522	NCI-H460
CC1(NCc2ccc(Cl)cc2)COP(=O)(NCc2ccccc2)OC1 (stereo unspecified)	120	108	99	107	102	121	111	100	106
O=C(O)CN1CCSC1=NC(=O)c1ccc(Cl)cc1	101	123	97	107	91	101	102	98	111
Cc1ccc(C2CC(c3cccc(Nc4ccncc4)c3)=NN2c2ccc(Cl)cc2)cc1 (stereo unspecified)	-100*	-66*	-83*	-80*	-63*	-39*	-88*	-71*	-76*
O=C(/C=C/Nc1ccc(Cl)cc1)c1ccc2c(c1)Nc1ccccc1S2	60	63	33	39	26	8.9*	67	35	13
O=C1CNC(c2ccccc2Cl)N1O (stereo unspecified)	100	107	96	104	104	.	107	82	109

Other entries follow:
SMILES	NCI-H322M	COLO 205	NCI-H23	HCT-116	NCI/ADR-RES	NCI-H226	HCT-15	NCI-H522	NCI-H460
CCC(=O)c1ccc(O)cc1	97&122&107	106&114&119	94&96	97&104&107	98&107&107	105&105&111	105&96&101	77&104	107&104&114
COc1c(B(O)O)cc(C)cc1-c1nc2ccc3[nH]ncc3c2c2c1CCCC2	106	20	71	21	56	74	22	37	31
Cc1ccc(S(=O)(=O)Nc2ccc(-c3cc(-c4cccc(F)c4)on3)cc2)cc1	93	116	87	88	90	81	94	85	100
CCC1=Cc2cccc(OC)c2OC12C=Cc1cccc(OC)c1O2 (stereo unspecified)	100	125	81	96	91	96	69	73	101
COc1cccc(/C=C\[C@H]2O[C@@H](C)[C@H](O)[C@@H]2O)c1CO	96	113	97	106	105	95	107	90	111
CC(C)Cn1c(O)c(N=NC(=O)Cc2c[nH]c3ccccc23)c2ccccc21	86	114	97	95	86	.	68	81	98
Cc1cc(=O)[nH]c2cc(-c3ccccc3)nn12	89	121	89	93	101	92	104	87	103
CC(=O)OCC(OC(C)=O)C(OC(C)=O)C(OC(C)=O)C(OC(C)=O)C(=O)N/C(N)=N/C(N)=Nc1ccccc1 (stereo unspecified)	98	107	96	80	101	83	105	88	102
CCCSc1nc(NC2CC2)c(C#N)c(-c2ccc(Cl)cc2)n1	105	114	98	69	84	80	77	69	82
N#Cc1c(-c2ccc(Cl)cc2)c2c(N)nn(-c3ccccc3)c2oc1=O	102	112	99	98	102	96	105	96	105
c1ccc(Cc2nnc3n2N=C(c2ccccc2)CS3)cc1	92	116	103	104	109	104	88	95	102
CNc1ccccc1	94	110	92	91	97	93	98	93	103
COc1cc2c(cc1OC)[C@H](C(=O)O)[C@@H](c1ccc(OC(C)C)c(OC)c1)N(C)C2=O	84	118	97	101	111	90	101	.	105
COc1ccc(Cc2sc(NC(C)=O)nc2OC(C)=O)cc1	108	110	89	85	97	89	109	85	106
CC1(C)CC[C@]2(C(N)=O)CC[C@]3(C)C(=CC[C@@H]4[C@@]5(C)CCC(=O)NC(C)(C)[C@@H]5CC[C@]43C)[C@@H]2C1	78	94	92	84	97	89	92	78	90
C[C@H](c1nc2ccc(Cl)cc2[nH]1)[C@H]1CC[C@H]2[C@@H]3CCC4=CC(=O)CC[C@]4(C)[C@H]3CC[C@]12C	93	91	83	72	90	86	84	77	95
O=C1c2ccccc2C2N1CCC1CCc3ccccc3N12 (stereo unspecified)	85	112	100	94	103	90	95	85	104
C/C(=N/O)c1ccc(NC(=O)CSc2nnc(-c3ccc4nc(-c5ccccc5)[nH]c4c3)o2)cc1	104	118	91	111	104	100	109	115	109
CC(C)C1=C(O)C2=C(C(=O)C1=O)[C@@]1(C)CCCC(C)(C)[C@@H]1CC2	.	93	66	58	40	84	44	87	38
Ic1ccc(Nc2nc3nonc3nc2Nc2ccc(I)cc2)cc1	11	-63*	1.5*	0.3*	3.1*	0.5*	-11*	-20*	3.1*
COc1ccc(C=Nc2ccccc2C(=O)O)cc1	103	107	110	89	110	106	103	90	104
COC(=O)/C=C/c1ccc(OC(C)=O)cc1	105	110	103	109	98	103	102	77	107
CC[C@H]1O[C@H](SC(NC(=O)c2ccccc2)=C(C#N)C#N)[C@H](C)[C@H](C)[C@H]1C	99	105	94	102	102	101	103	89	107
COc1ccc(-c2nsc3c2NC(=O)CC3c2cc3c(c(OC)c2OC)OCO3)cc1 (stereo unspecified)	90	111	63	76	62	59	75	67	78
CC(=O)c1c(C)n(-c2ccc3c(c2)OCO3)c2c1c(-c1ccccn1)nc1ccccc12	88	110	93	80	98	98	76	85	99
(more compounds)
SMILES	NCI-H322M	COLO 205	NCI-H23	HCT-116	NCI/ADR-RES	NCI-H226	HCT-15	NCI-H522	NCI-H460
c1ccc(-c2nc(-c3ccc4c(c3)CCO4)[nH]c2-c2ccccc2)cc1	99	116	100	95	111	100	103	101	113
CN(C)c1ccc(/C=C2/C=C(c3ccc(Cl)c(Cl)c3)OC2=O)cc1	99	114	94	91	95	93	95	86	100
COc1cc([C@@H]2c3cc4c(cc3C(Br)[C@H]3COC(=O)[C@H]23)OCO4)cc(OC)c1OC (stereo partly specified)	42	-88*	4.1*	-35*	-46*	98	-3.5*	-47*	-51*
Nc1nc(Cl)c2ncn(C3OC(CO)C(O)C3O)c2n1 (stereo unspecified)	97	109	96	97	101	103	117	91	103
CC(=O)O[C@H]1CC[C@]2(C)[C@H]3CC[C@@H]4[C@H]5[C@H](C)[C@]6(C)OC[C@]5(CC[C@@]4(C)[C@]3(C)CC[C@H]2C1(C)C)C[C@@H]6/C(C)=N\N	104	110	101	97	106	103	103	96	101
CCc1ccc(-c2ccc3c4c(cccc24)C(=O)N(c2nc4ccccc4s2)C3=O)cc1	93	99	100	99	105	95	106	100	94
c1ccc(CNCc2ccc[nH]2)cc1	100	109	95	101	105	103	98	104	105
Cc1[nH]c(/C=C/C(=O)c2ccc(C(F)(F)F)c(F)c2)c(C)c1C(=O)N1CCN(C)CC1	93&103	103&115	93&94	90&93	100&97	83&98	83&99	94&82	103&101
Nc1ccccc1C(=O)N/N=C\c1cccc([N+](=O)[O-])c1	100	104	101	99	104	94	95	.	98
CC(/C=C1\SC(=S)N(CC(=O)NCC(=O)O)C1=O)=C\c1ccccc1	102	115	101	106	101	95	103	94	105
O=C(CC(=O)C(F)(F)C(F)(F)C(F)(F)F)c1cccs1	124	.	104	99	110	107	107	96	107
COc1ccc(NC(=O)Cn2c3c(sc2=O)[C@H]2[C@@H](O)[C@@H](O)[C@H](O)[C@@H]2CS3)cc1	101	117	104	103	107	96	104	94	108
CCOC(=O)C1=NC(Cc2c[nH]c3ccccc23)C(=O)N(c2ccc(Cl)cc2)N1 (stereo unspecified)	101	105	98	101	101	103	98	91	109
CCOC(=O)/C(=N\O)C1=CSC2=NNC(C)(C)N12	89	108	99	100	106	96	85	102	104
O=Cc1nc2ccccc2c(/C=C/c2ccccc2)c1C(=O)c1ccccc1	108	109	98	97	100	.	102	87	104
CC1=C(C(=O)Nc2ccccc2)C(c2cccc([N+](=O)[O-])c2)C(C(=O)Nc2ccccc2)=C(C)N1	81	83	76	37	86	72	65	63	67
[O-][n+]1c2ccccc2[n+]([O-])c2c3ccccc3[nH]c21	67	70	71	10	65	-1.0*	79	57	5.3*
Cc1cc(C)c2ccc(=O)[nH]c2n1	89	116	108	100	111	97	100	97	110
CC(C)N(CCOc1cccc(-c2nc3sccn3c2-c2ccnc(S(C)(=O)=O)n2)c1)C(C)C	.	98	96	45	89	67	82	82	95
Cc1cc(C)nc(NS(=O)(=O)c2ccc(N/C(N)=N/c3nccc(-c4cccnc4)n3)cc2)n1	98	104	95	106	100	83	103	93	106
O[C@@H]1Cc2ccc3ccccc3c2N[C@H](c2ccoc2)C1	112	107	97	105	103	94	111	95	116
C[C@H]1O[C@@H](O[C@H]2[C@@H](O)C[C@H](O[C@H]3[C@@H](O)C[C@H](O[C@H]4CC[C@]5(C)C6CC[C@]7(C)[C@@H](C8=CC(=O)OC8)CC[C@]7(O)C6CC[C@@H]5C4)O[C@@H]3C)O[C@@H]2C)C[C@H](O)[C@@H]1O (stereo partly specified)	-85*	-93*	-48*	-97*	-79*	-100*	-86*	-65*	-97*
CC(=O)Nc1nc(C(=O)N2N=C(C)/C(=C/c3ccccc3)C2=O)cs1	102	103	108	98	110	107	105	85	106
Cc1ccc2ccccc2c1CSc1ncnc2nc[nH]c12	95	106	93	86	101	93	97	65	102
NS(=O)(=O)c1ccc(N=C2NC(=O)/C(=C/c3cc4ccccc4nc3Cl)S2)cc1	103	118	107	95	111	103	107	97	113
The listing continues.
SMILES	NCI-H322M	COLO 205	NCI-H23	HCT-116	NCI/ADR-RES	NCI-H226	HCT-15	NCI-H522	NCI-H460
O=C(Nc1nc2ccc(S(=O)(=O)Nc3ccc(C4(C(F)(F)F)CC4)cc3)cc2[nH]1)c1cnccn1	47	35	44	26	21	54	30	27	8.4*
Nc1ncc(-c2ccc(NS(=O)(=O)c3ccc(F)cc3)cc2)[nH]1	90	116	92	99	101	88	99	98	102
COc1ccc2oc(=O)c(-c3csc(N/N=C(\C)c4cc(OC)c(OC)c(OC)c4)n3)cc2c1	97	100	84	92	78	90	87	86	79
CCOc1c(C#N)nnc2c(C#N)c(NC(=O)c3ccccc3)nn12	95	107	91	100	100	93	106	95	111
CC(=O)OCc1cc(-c2nc3ccccc3[nH]c2=O)nn1-c1ccc(Cl)cc1	107	126	91	100	91	93	88	-31*	104
O=C(Cn1cc(C2(O)CCCCC2)nn1)Nc1nc2ccccc2s1	.	109	101	98	102	102	105	95	103

Compound activity (PubChem)
